# Bioassay records (PubChem BioAssay)
# mouse IAP activators – activators of mouse IAP, confirmation, biochemical, luminescence, single concentration (AID 434970). purified mouse IAP, CDP-Star luminescence, 30 min; active compounds read low. activity change, negative = activation, % at 10 µM. hit rate 2.9% among 11,000; in the data active = activity change below about -85%;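 also: percent relative to enzyme plus DMSO wells and wells without enzyme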
# mouse IAP activators Fold change – second read-out of mouse IAP activators, no call of its own (marks repeat the call); activation factor; measured here: IAP activation factor; active compounds read high;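 fold luminescence change scaled to plate control wells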
# The depositor's hits bear a star. The list is partial. The share of hits here may be higher or lower than overall.
SMILES,mouse IAP activators,mouse IAP activators Fold change
CCc1cccc(CC)c1NC(=O)CSc1nc2ccc(N3C(=O)C4C5C=CC(C5)C4C3=O)cc2s1 (stereo not given),4.1,0.959
CCn1c(SCCOc2ccc(Cl)cc2)nnc1-c1cccs1,-2.4,1.02
CCCCNC(=O)c1ccccc1NC(=O)c1ccccc1N(C)S(C)(=O)=O,8.7,0.913
O=C(Nc1ccc(Oc2ccccc2)cc1)C1CCN(c2c3c(nc4ncnn24)CCC3)CC1,-60.8,1.61
CCC(=O)N1c2ccccc2[C@@H](N(C(C)=O)c2ccccc2)C[C@H]1C,1.3,0.986
CC(=O)NN1C(=O)/C(=C\c2ccc(Br)o2)SC1=S,73.9,0.261
CON(C)c1nc(NCC(C)C)nc(OCC#N)n1,-5.2,1.05
Cc1cc(=O)oc(C)c1C(=O)Nc1ccc2ncccc2c1,-3.4,1.03
O=C(CN(c1cccc(C(F)(F)F)c1)S(=O)(=O)c1ccccc1)N1CCOCC1,5.2,0.948
CCOC(=O)C1=C(C)N(CC(C)C)C(=O)/C1=C\c1ccc(OCC(=O)Nc2ccccc2)cc1,10.7,0.893
Brc1ccccc1-c1nnc(-c2cccnc2)o1,9.4,0.905
CN(CCc1ccccn1)c1ncnc2[nH]ncc12,5.4,0.946
CC1CCN(c2ncnc3ccccc23)CC1,7.2,0.927
CCOc1ccccc1NC(=O)C(CC(C)C)NC(=O)C1CCC(C)CC1 (stereo not given),-30.8,1.31
COc1ccc(OC)c(NC(=O)CSc2nnc(N)s2)c1,2.1,0.98
Cc1ccccc1-n1c(-c2ccncc2)n[nH]c1=S,5.5,0.945
O=C(N1CCOCC1)N1CCC(NC(=O)C23CC4CC(CC(C4)C2)C3)CC1,-8.7,1.09
c1ccc(N2CCN(c3cnccn3)CC2)nc1,8.5,0.915
Cc1nc2nc(C)c(CCC(=O)N3CCN(c4ccccc4)CC3)c(C)n2n1,5.9,0.941
CCN1C(=O)[C@H]2[C@H]3CN=C(SC)N3[C@@](CC)(C(=O)OC)[C@H]2C1=O,4.3,0.957
O=C(NCC1CCCO1)c1ccc2c(=O)n(CC3CCCO3)c(=S)[nH]c2c1 (stereo not given),1.5,0.985
CCN(CC)N=Nc1[nH]nc2nc(C)cc(C)c12,11.8,0.882
Cc1sc(NC(=S)NC(=O)c2ccccc2)c(C#N)c1C,4.8,0.952
Cc1ccc(NC(=S)NCC(C)CSc2ccc(Cl)cc2)cc1 (stereo not given),-30.6,1.31
CCOc1ccc(NC(=O)Cn2nnc(C(=O)NCCc3ccc(OC)c(OC)c3)c2N)cc1,10.6,0.894
CC(C)NC(=O)c1ccc(CNC(=O)OCC(F)(F)F)cc1,-5.0,1.05
COc1cc(/C=c2\s/c(=C(/C#N)C(=O)N3CCCC3)n(-c3ccccc3)c2=O)ccc1O,37.8,0.621
Cc1ccc(NC2=NCCC2)cc1Cl,6.7,0.933
O=C(O)Cc1ccc(NC(=O)C2CC=CCC2C(=O)O)cc1 (stereo not given),3.7,0.963
COc1ccc(F)c(C2C(C#N)=C(N)Oc3n[nH]c(C(C)(C)C)c32)c1 (stereo not given),-10.6,1.11
COC(=O)C1C(O)=C(C=NCc2ccccc2)C(=O)CC1(C)C (stereo not given),-2.8,1.03
COCCCNC(=O)c1cn(C)c(=O)c2cc(OC)c(OC)cc12,-7.7,1.08
CC[C@]12c3[nH]c4cc(-c5ccco5)ccc4c3CCN1C(=O)[C@@H](CC(=O)NCC13CC4CC(CC(C4)C1)C3)C[C@@H]2C(=O)N1CCN(C(=O)c2ccco2)CC1,5.2,0.949
COc1ccccc1NC(=O)COc1ccc(C(F)(F)F)cc1[N+](=O)[O-],9.1,0.909
COC(=O)c1sc2ccc(C)cc2c1C(=O)OC,10.2,0.898
COc1ccc(CNC(=O)C[C@H]2C[C@H](C(=O)N(C(C)C)C(C)C)[C@@]3(C)c4[nH]c5cc(CCC(=O)N(C)C)ccc5c4CCN3C2=O)cc1OC,-0.8,1.01
C[C@H](CO)N1C[C@H](C)[C@@H](CN(C)S(=O)(=O)c2cccs2)Oc2ccc(NC(=O)Nc3ccc4c(c3)OCO4)cc2C1=O,-87.5,1.88
Cc1ccc2c(c1)CN1CN2Cc2cc(C)ccc21,4.7,0.954
COc1cc(NS(=O)(=O)c2ccc(C)cc2C)cc(OC)c1OC,3.2,0.968
Cc1ccc(S(=O)(=O)N2CCN(C(=O)CSc3nnc(-c4ccco4)o3)CC2)cc1,10.4,0.896
CC(Oc1ccc(-c2ccccc2)c(F)c1)c1ccn(S(=O)(=O)c2ccc(F)cc2)n1 (stereo not given),12.8,0.873
O=C(O)CSc1ccccc1C(=O)O,3.3,0.967
Cc1ccc(-c2nnn(CCC(=O)NC(C)(C)C)n2)cc1,-5.8,1.06
COc1ccccc1OCC(=O)N1CC2(C)CC1CC(C)(C)C2 (stereo not given),-14.0,1.14
COC(=O)c1cccc(-n2cnnn2)c1,-8.4,1.08
CC(C)(C)CC(=O)NCc1ccc(F)cc1,14.7,0.853
CC(=O)Nc1nonc1-c1nc2ccccc2n1Cc1ccccn1,-0.9,1.01
O=[N+]([O-])c1ccccc1NC(=S)N/N=C/c1ccc(O)c(O)c1,72.1,0.279
O=C(CCc1nc2ccccc2c(=O)[nH]1)NC1CCN(Cc2ccccc2)CC1,9.6,0.905
CCN(CC)C(=O)[C@H]1CC(CC(=O)NCCCn2ccnc2)C(=O)N2CCc3c([nH]c4ccc(OC)cc34)[C@]12C (stereo not given in full),-8.5,1.08
O=C(Cn1c(=O)oc2ccccc21)Nc1ccc2c(c1)OCCO2,0.1,1
COc1ccc(OC)c(C2=NO[C@@H]3C(=O)N(c4cc(Cl)ccc4OC)C(=O)[C@H]23)c1,0.8,0.992
COc1cccc(-c2nc(NC(C)(C)C)c3ccccc3n2)c1O,-4.7,1.05
CC(NC(=O)COc1ccccc1)C1COc2ccccc2O1 (stereo not given),-2.5,1.03
CC1(C)CC2CC(C)(CN2C(=O)c2cccs2)C1 (stereo not given),2.8,0.972
Cc1oc(=O)cc(OCc2ccccc2)c1C,1.6,0.983
COc1ccc(C(=O)Nc2ccc(S(=O)(=O)Nc3nccc(C)n3)cc2)cc1OC,-0.1,1
O=C(CCNS(=O)(=O)c1ccc2[nH]c(=O)oc2c1)Nc1ccccc1,54.5,0.455
CCOc1ccc(CNCc2cccnc2)cc1,-6.4,1.06
COC(=O)C1CCN(C(=O)COc2cc3sc(C)nc3c3sccc23)CC1,3.7,0.963

# Remaining list, next part:
SMILES,mouse IAP activators,mouse IAP activators Fold change
CCOC(=O)C(NCc1ccccc1)(NC(=O)c1ccccc1)C(F)(F)F (stereo not given),2.6,0.974
COc1ccc(-c2nnc(SCC#CCO)o2)cc1OC,10.6,0.893
CCOC(=O)C1=NS(=O)(=O)NC(C)=C1,-7.1,1.07
Cc1cc(C)c(Cn2c(=O)n(CCCC(=O)NCc3ccco3)c(=O)c3sccc32)c(C)c1,-0.7,1.01
CCCOc1ccc(NC(=O)C2CCCNC2=O)cc1 (stereo not given),3.6,0.964
CCOC(=O)c1c(NC(=O)CC(C)C)sc(C(C)=O)c1C,3.5,0.964
COCCCn1c(SCC(=O)Nc2ccccc2)nnc1-c1ccncc1,4.1,0.959
c1ccc(C2OCC3(CO2)COC(c2ccccc2)OC3)cc1 (stereo not given),12.8,0.873
COc1ccc(OC)c(NC(=O)Cn2c(=O)n(CC(=O)NCc3ccco3)c(=O)c3ccccc32)c1,0.3,0.997
Cc1ccccc1NC1=C(Cl)C(=O)OC1OC(C)C (stereo not given),2.5,0.976
COc1cc([C@H]2c3[nH]c4ccccc4c3C[C@H]3C(=O)N4[C@@H](c5cc(OC)c(OC)c(OC)c5)c5[nH]c6ccccc6c5C[C@H]4C(=O)N23)cc(OC)c1OC,-81.5,1.82
O=c1ccc(S(=O)(=O)N2CCC(Cc3ccccc3)CC2)c[nH]1,8.1,0.919
Cc1ccc(C2Nc3ccccc3C(=O)N2Cc2ccco2)cc1 (stereo not given),3.9,0.961
Nc1nc(CN2CCCCC2)cs1,9.3,0.907
COc1cccc(/C=N/NC(N)=S)c1OS(=O)(=O)c1ccccc1,-10.5,1.1
COC(=O)c1sccc1NC(=O)CSc1ccccc1NS(=O)(=O)c1ccc(F)cc1,9.1,0.909
Cc1cccc(C(=O)CC(=O)c2cc(Cl)ccc2O)c1,12.8,0.873
C#CCOCCOCCOCCNc1nc(N2CCN(C(=O)CCCCCCCCCCNC(=O)Cn3cc(CCCCCN)nn3)CC2)nc(N2CCN(C(=O)CCCCCCCCCCNC(=O)Cn3cc(C[C@@H](C)O)nn3)CC2)n1,-121.7*,2.22*
COc1cccc(NC(=O)Nc2ccc3c(c2)CCC3)c1,-190.5*,2.9*
CCCCC(=O)Nc1ccc(F)c(Cl)c1,-5.3,1.05
Cc1oc(-c2ccc(Cl)cc2)cc1-c1nn2c(-c3ccoc3C)nnc2s1,49.1,0.51
Cc1n[nH]c(=O)nc1NCc1ccc(Cl)cc1,-1.9,1.02
COc1ccccc1NC(=O)c1nnn(Cc2ccccc2)c1NC(=O)C(F)(F)F,-17.0,1.17
CCOC(=O)c1ccccc1NC(=O)Cn1cnc2c(oc3ccccc32)c1=O,-5.1,1.05
O=C(Nc1ccc(CN2CCOCC2)cc1)c1ccc(-c2cc(Cl)ccc2Cl)o1,8.0,0.92
COc1ccc2[nH]c3c(c2c1)CCN1C(=O)C(CC(=O)NCCCn2ccnc2)C[C@H](C(=O)N(C(C)C)C(C)C)[C@@]31C (stereo not given in full),-2.8,1.03
Cc1cccc(-c2nsc(SCC(=O)N3CCCC3)n2)c1,9.3,0.907
O=C(Nc1cc(Cl)cc(Cl)c1)Nc1cnccn1,-96.5*,1.97*
CC12CC(c3ccccc3O1)N(C(=O)c1ccc(Br)o1)C(=O)N2c1ccccc1 (stereo not given),4.3,0.957
COc1cc(-c2nnc(SCc3cc(=O)oc4cc(O)c(O)cc34)o2)cc(OC)c1OC,73.4,0.266
O=C(NCCNS(=O)(=O)c1ccccc1)c1cc(OCC(F)(F)F)ccc1OCC(F)(F)F,-9.5,1.09
COC(=O)c1ccc(C2C(C#N)=C(C)NC3=C2C(=O)CC(C)(C)C3)cc1 (stereo not given),10.6,0.893
Cc1ccc(NC(=O)c2ncn(CC(=O)N3CCN(c4ccccn4)CC3)n2)cc1C,0.5,0.995
COc1ccc(-c2csc(NC(C)=O)n2)cc1OC,4.4,0.956
CC(NC(=O)COc1ccc(Oc2ccccc2)cc1)C(=O)O (stereo not given),2.2,0.978
Cc1ccc(S(=O)(=O)N2[C@@H](c3cccc(Cl)c3)C(C(=O)O)=CC[C@H]2c2cccc(Cl)c2)cc1,1.9,0.981
Cc1ccc(OCCCC(=O)Nc2nccs2)cc1,-2.6,1.03
O=S(=O)(NCc1ccccc1)c1ccccc1NCCc1ccccc1,-28.2,1.28
O=C(Nc1ccccc1)Nc1nnc(-c2ccccc2)o1,-0.6,1.01
CC(=O)c1c(C)[nH]c(C(=O)N2CCN(c3cc(Cl)ccc3C)CC2)c1C,-13.5,1.14
Cc1ccc(NC2=NC(c3ccccc3)n3c(nc(C)cc3=O)N2)cc1 (stereo not given),-7.7,1.08
COc1ccc(CCNC2=NCC(C)S2)cc1 (stereo not given),-1.4,1.01
CCOC(=O)c1ccc(NC(=O)CC2SCCNC2=O)cc1 (stereo not given),-9.8,1.1
COC(=O)CCCN1C(=O)NC(c2ccc(-c3ccccc3)cc2)C(C(=O)OCc2ccccc2)=C1C (stereo not given),-9.1,1.09
CCn1nc(C)c(CN2CCC(C(=O)Nc3cccc(-c4cccc(F)c4)c3)CC2)c1C,-208.3*,3.08*
Cc1ccnc(N2CCCC(C(=O)NCc3cccs3)C2)n1 (stereo not given),5.2,0.948
Cc1onc(-c2ccccc2)c1C(=O)Nc1nc2c(s1)C(=O)CC(C)(C)C2,12.2,0.877
COc1cccc(/C(O)=C2/C(=O)C(=O)N(Cc3cccnc3)C2c2ccco2)c1 (stereo not given),3.8,0.962
CC1CN(CCCCOc2ccc(C(C)C)cc2)CC(C)O1 (stereo not given),1.4,0.986
CC1=C(C(N)=O)C(c2cccnc2)n2nc(-c3cccc(Cl)c3)nc2N1 (stereo not given),4.0,0.96
O=C(Cc1ccccc1)NNC(=O)Nc1cccc(Cl)c1,8.8,0.911
COC(=O)Nc1ncc(CN2CCC(c3ccccc3)CC2)s1,6.8,0.932
COc1ccc(NC(=O)Cn2c(-c3ccc(OC)cc3)cn(-c3ccc(C)cc3)c2=O)cc1,-15.8,1.16
CCC(=O)NC(Nc1sc2c(c1C(=O)OC)CCN(C)C2)(C(F)(F)F)C(F)(F)F,0.1,0.999
COc1ccc(COC(=O)N/N=C(\C)CC(=O)Nc2c(C)cc(C)cc2C)cc1,4.5,0.956
O=C(/C=C/c1ccco1)Nc1ccc(Oc2ccccc2)cc1,1.8,0.982
Cc1c(Cl)cnc(NC(=O)COC(=O)CCS(=O)(=O)c2ccccc2)c1Cl,8.1,0.919
